Bioassay records (PubChem BioAssay)
L3MBTL1 inh: L3MBTL1 (human) inhibition | Q9Y468 | AlphaScreen L3MBTL1–H3K9me1 peptide binding | Potency, µM (titrated, usually from 57.1 µM), for inactives: at the top dose activity, negative = inhibition, usual class: inhibitors | 0.66% of 230,000 active | AID 485360; further: nearly all actives have a fitted effect of over 60% in size
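Displacement of a biotinylated histone H3(1-15) peptide monomethylated at Lys9 (75 nM) from L3MBTL1 (50 nM) was measured by AlphaScreen after a 30 min room-temperature compound incubation; cefsulodin titration served as intraplate control.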
TRb-SRC2 inh: disrupts binding of human TR beta to SRC2. Potency, µM (top dose mostly 106 µM), for inactives: at the top dose activity change, negative = inhibition, actives largely listed as inhibitors. AID 1469. P10828. TRbeta-SRC2 peptide binding, fluorescence polarization; receptor liganded with 1 µM T3. 0.065% of 280,000 active;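 further: plate controls were bound peptide for no effect and peptide without receptor for full effect; nearly all actives have a fitted effect of over 50% in size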
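Read-out is fluorescence polarization (555 nm excitation, 632 nm emission) of a Texas Red SRC2 coactivator peptide; loss of signal reflects blocked binding to human TRb ligand-binding domain in the presence of 1 uM T3.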
GAA glycogen mod: inhibitors or activators of human alpha-glucosidase glycogen cleavage; P10253; recombinant GAA, glycogen substrate, Amplex Red glucose oxidase fluorescence; Potency, µM (highest dose often 76.4 µM), inactives show top-dose activity change, negative = inhibition, hits mostly inhibitors; 0.38% of 300,000 active; AID 2100;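 further: 0% = full enzyme reaction and -100% = no-enzyme basal signal; the screen sought inhibitors and activators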
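Recombinant human alpha-glucosidase (4 nM final) hydrolysed bovine liver glycogen (30 ug) for 40 min at 37 C in pH 5.0 citrate/phosphate with 0.01% Tween-20. Released glucose detected by glucose oxidase/Amplex Red, Ex 573/Em 610 nm. Compounds up to 77 uM; AC50 from Hill fits.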
TexasRed fluor: counter-screen for TRb-SRC2 inhibitors: fluorescence interference. Potency, µM (titrated, usually from 106 µM), for inactives: top-dose fluorescence change, negative = quenching. 0.29% of 280,000 active. TRb/SRC2 Texas Red total fluorescence interference; active means well fitted curve in either direction with a large enough effect; inconclusive means small, poorly fitted or top-dose-only effect
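Flags fluorescent or light-absorbing compounds by total fluorescence, S + 2P, at 555 nm excitation and 632 nm emission. Mixture: 20 nM Texas Red SRC2 peptide, 0.6 uM human TRb LBD, 1 uM T3, 5% DMSO; compound exposure 5 h at ambient temperature.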
RECQ1 inh: inhibitors of human RECQ1 DNA helicase; RECQ1 DNA unwinding, red fluorescence kinetic read; Potency, µM (doses to about 57.3 µM), inactives show at the top dose activity, negative = inhibition, hits mostly inhibitors; 0.54% of 240,000 active; AID 2549;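 further: plate controls were vehicle for no effect and no enzyme for full effect; nearly all actives have a fitted effect of over 30% in size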
Target sequence (P46063 whole entry, looked up): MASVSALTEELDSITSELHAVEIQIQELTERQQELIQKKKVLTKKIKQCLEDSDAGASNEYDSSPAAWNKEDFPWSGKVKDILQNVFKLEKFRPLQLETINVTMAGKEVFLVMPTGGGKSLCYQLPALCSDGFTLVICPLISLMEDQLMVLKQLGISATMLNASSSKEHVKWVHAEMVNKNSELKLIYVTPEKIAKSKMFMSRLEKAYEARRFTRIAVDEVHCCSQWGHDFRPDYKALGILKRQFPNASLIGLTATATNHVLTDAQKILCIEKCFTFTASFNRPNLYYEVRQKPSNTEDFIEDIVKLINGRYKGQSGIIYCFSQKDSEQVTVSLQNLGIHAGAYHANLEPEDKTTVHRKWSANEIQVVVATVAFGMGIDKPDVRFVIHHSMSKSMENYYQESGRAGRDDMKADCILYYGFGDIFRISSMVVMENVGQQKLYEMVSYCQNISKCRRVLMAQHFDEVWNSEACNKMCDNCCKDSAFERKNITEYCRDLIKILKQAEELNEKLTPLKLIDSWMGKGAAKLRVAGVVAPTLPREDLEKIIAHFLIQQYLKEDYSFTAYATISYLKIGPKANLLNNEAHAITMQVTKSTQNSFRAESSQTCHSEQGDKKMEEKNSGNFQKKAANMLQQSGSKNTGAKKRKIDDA
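RECQ1T1 50 nM; forked duplex (20 bp + 30-nt ss tails) 200 nM, ATP 2 mM final; pH 8.0, 2 mM MgCl2, 2.5 ug/ml poly(dI-dC); 15 min compound preincubation; discontinuous kinetic read over 2 h at RT.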
GoLoco inh red: blocks human Gai1 binding to RGS12 GoLoco peptide, red readout; Gai1:RGS12 GoLoco peptide FP, rhodamine, 10 min; Potency, µM (series often up to 61.6 µM), inactives show at the highest dose activity, negative = inhibition, actives largely listed as inhibitors; 0.44% of 230,000 active; active means well fitted inhibition curve with a large enough effect, not every such curve was filed as active; inactive means no such curve, though single readings can be large or run the other way; further: nearly all actives have a fitted effect of over 30% in size; many of its hits are not listed in these tables
Target sequence (P63096 whole entry, looked up): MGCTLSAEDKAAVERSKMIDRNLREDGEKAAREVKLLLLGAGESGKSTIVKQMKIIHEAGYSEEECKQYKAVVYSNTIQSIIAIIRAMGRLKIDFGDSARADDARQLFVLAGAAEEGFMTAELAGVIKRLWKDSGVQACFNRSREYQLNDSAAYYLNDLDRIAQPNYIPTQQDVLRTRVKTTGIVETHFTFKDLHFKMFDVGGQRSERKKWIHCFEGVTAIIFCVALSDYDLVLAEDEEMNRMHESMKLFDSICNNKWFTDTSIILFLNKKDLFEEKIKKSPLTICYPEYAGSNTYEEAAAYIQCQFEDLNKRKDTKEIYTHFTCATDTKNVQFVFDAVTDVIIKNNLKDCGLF
GAA inh: blocks human lysosomal alpha-glucosidase | purified human GAA, 4-MU-alpha-glucoside fluorescence | Potency, µM (titrated, usually from 76.9 µM), for inactives: at the top dose activity change, negative = inhibition, actives largely listed as inhibitors | 0.005% of 200,000 active | AID 1466;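 further: plate controls were uninhibited enzyme wells for no effect and no-enzyme background for full effect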
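qHTS format, compound range up to 77 uM. Human lysosomal enzyme at 4 nM, 400 uM 4-MU glucoside substrate, pH 5.0, 20 min room temperature; fluorescence after alkaline stop gives activity normalized to controls.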
aGlu spleen mod: inhibitors or activators of human alpha-glucosidase in spleen homogenate. P10253. human spleen homogenate, 4-MU-alpha-glucoside fluorescence. 0.006% of 240,000 active. AID 2112. Potency, µM (series often up to 79.9 µM), for inactives: at the highest dose activity change, negative = inhibition, usual class: inhibitors;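 further: 0% = enzyme with vehicle and -100% = no enzyme basal signal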
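Enzyme source: human spleen homogenate, 1 ug/well. Buffer 50 mM citric acid/K phosphate pH 5.0, 0.01% Tween-20. 4-MU-alpha-glucoside 1 mM; 37 C x 40 min; NaOH/glycine stop; fluorescence.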
* = called active by the depositor; i = inactive; ? = inconclusive; . = no result given; & = joins results of further samples; [ ] = another dose, or the depositor's remark. Unless noted, the call rests on the fitted dose curve; in most records, active means well fitted curve in the direction sought with a large enough effect; inconclusive means small, poorly fitted or top-dose-only effect, or another doubt; inactive means no such curve, though single readings can be large; an effect the other way counts as inactive or inconclusive. Unless noted, on the % scale 0 is the no-effect control and ±100 the full control effect; potency means the concentration at half of the fitted maximal effect. A portion of the library. The share of hits here may be higher or lower than overall.

SMILES	L3MBTL1 inh	TRb-SRC2 inh	GAA glycogen mod	TexasRed fluor	RECQ1 inh	GoLoco inh red	GAA inh	aGlu spleen mod
COc1ccc2[nH]c(C)c(C(=O)CN(C)C)c2c1	12%	-11%	14%	-1%	i	1%	-7%	-4%
CCN1C(=O)/C(=C/c2cnn(CC)c2C)SC1=S	-6%	0%	-3%	-4%	-2%	14%	-1%	9%
O=C(Nc1ccccc1)c1cc2ccccc2c(=O)s1	3%	0%	6%	-2%	4%	-3%	?	-7%
O=C(CCCC(=O)N(CC(=O)NC1CCCCC1)Cc1ccc2c(c1)OCO2)Nc1ccccn1	-1%	-1%	3%	2%	i	-2%	?	0%
Nc1nc(Cn2nnc(-c3ccccc3F)n2)nc(N2CCOCC2)n1	.	-8%	4%	-3%	-4%	1%	0%	-3%
C=CCSc1nnc(CNC(=O)c2ccccc2C)n1C(C)C	7%	-2%	6%	-2%	-2%	5%	-1%	.
COc1cc(OC)cc(-n2nnnc2SCC(=O)NCc2ccc3c(c2)OCO3)c1	-4%	1%	-11%	-2%	-2%	2%	-1%	-5%
Cc1cn(C(=O)c2ccccc2)c(=S)n1-c1ccc(Br)cc1	10%	1%	-12%	2%	i	11%	-8%	-1%
CNCc1c(C)nn(-c2ccccc2)c1C	.	0%	-9%	2%	i	2%	3%	0%
COc1ccc(CNC(=S)N/N=C/c2ccc(OC)c(OC)c2)cc1	-8%	-20%	?	-2%	i	13%	-5%	4%
Cn1c(-c2ccccc2)cnc1SCC(N)=O	-4%	-1%	0%	-1%	-9%	4%	2%	0%
O=C(N/N=C/c1ccccc1Cl)c1[nH]c2ccc(Br)cc2c1-c1ccccc1	-7%	-15%	-7%	-4%	-3%	-1%	-13%	2%
COc1ccc2c3c(cccc13)C(=O)N(O)C2=O	-3%	-4%	-2%	-5%	1%	-5%	-20%	2%
O=C(N/N=C/c1ccc(N2CCOCC2)s1)c1ccc(NS(=O)(=O)c2cccs2)cc1	30%	-10%	-2%	-15%	-17%	4%	?	-1%
Cc1cc(C)c2c(-n3cccc3)c(C(=O)NNS(=O)(=O)c3ccc(F)cc3)sc2n1	2%	6%	32µM*	-2%	-3%	-8%	-6%	1%

Given bar-delimited: entries from further up
compound | L3MBTL1 inh | TRb-SRC2 inh | GAA glycogen mod | TexasRed fluor | RECQ1 inh | GoLoco inh red | GAA inh | aGlu spleen mod
O=C(Nc1ccccc1)c1cc2ccccc2c(=O)s1 | 3% | 0% | 6% | -2% | 4% | -3% | ? | -7%
O=C(CCCC(=O)N(CC(=O)NC1CCCCC1)Cc1ccc2c(c1)OCO2)Nc1ccccn1 | -1% | -1% | 3% | 2% | i | -2% | ? | 0%
Nc1nc(Cn2nnc(-c3ccccc3F)n2)nc(N2CCOCC2)n1 | . | -8% | 4% | -3% | -4% | 1% | 0% | -3%
C=CCSc1nnc(CNC(=O)c2ccccc2C)n1C(C)C | 7% | -2% | 6% | -2% | -2% | 5% | -1% | .
COc1cc(OC)cc(-n2nnnc2SCC(=O)NCc2ccc3c(c2)OCO3)c1 | -4% | 1% | -11% | -2% | -2% | 2% | -1% | -5%
Cc1cn(C(=O)c2ccccc2)c(=S)n1-c1ccc(Br)cc1 | 10% | 1% | -12% | 2% | i | 11% | -8% | -1%
CNCc1c(C)nn(-c2ccccc2)c1C | . | 0% | -9% | 2% | i | 2% | 3% | 0%
COc1ccc(CNC(=S)N/N=C/c2ccc(OC)c(OC)c2)cc1 | -8% | -20% | ? | -2% | i | 13% | -5% | 4%
Cn1c(-c2ccccc2)cnc1SCC(N)=O | -4% | -1% | 0% | -1% | -9% | 4% | 2% | 0%
O=C(N/N=C/c1ccccc1Cl)c1[nH]c2ccc(Br)cc2c1-c1ccccc1 | -7% | -15% | -7% | -4% | -3% | -1% | -13% | 2%
COc1ccc2c3c(cccc13)C(=O)N(O)C2=O | -3% | -4% | -2% | -5% | 1% | -5% | -20% | 2%

Additional results:
SMILES	L3MBTL1 inh	TRb-SRC2 inh	GAA glycogen mod	TexasRed fluor	RECQ1 inh	GoLoco inh red	GAA inh	aGlu spleen mod
CCOC(=O)C1CCCN(C(=O)C2CCN(S(=O)(=O)CC)CC2)C1 (stereo not drawn)	2%	-5%	2%	1%	-4%	11%	-3%	2%
CN(C)c1ccc(C2N(c3ccc(Cl)cc3)C(=O)C3CCCN32)cc1 (stereo not drawn)	0%	0%	11%	-1%	-4%	2%	-10%[15.4 µM]	-8%
CS(=O)(=O)N1CCC(Oc2ccccc2C(=O)NCCCc2cccnc2)CC1	12%	2%	10%	0%	-6%	10%	2%	-3%
CC1(C(=O)NC(=S)N(CCC#N)Cc2cccnc2)CC1(Cl)Cl (stereo not drawn)	.	1%	-5%	-1%	1%	-2%	-14%	-4%
CCC(=O)NNc1nc2c(C)cc(C)cc2s1	4%	-2%	?	0%	14%	-1%	-2%	5%
CCCCCC(C)NC(=S)NC(=O)c1cc(S(=O)(=O)N2CCOCC2)ccc1C (stereo not drawn)	-7%	0%	-2%	-2%	-10%	0%	-7%	-1%
CCOC(=O)C1CCCN(C(=O)c2cc3nc(-c4cccc(OC)c4)cc(C(F)(F)F)n3n2)C1 (stereo not drawn)	16%[11.4 µM]	5%	-17%	1%	-18%	-6%	-4%	-6%
COC(=O)[C@@]1(Cc2ccc(F)cc2)[C@H]2c3cc(C(=O)N4CCCC4)n(Cc4ccc(C)c(F)c4F)c3C[C@H]2CN1C(=O)c1ccccc1	.	9%	.	0%	-23%	10%	.	3%
O=C(O)CCSc1ccc2ccccc2n1	1%&-1%	-2%&0%	-5%&-1%	-5%&1%	15%&-10%	10%&-10%	-13%&2%	-1%&-11%
COc1cc(C(F)(F)F)nc2ccc(C#CCOC(=O)Nc3ccccc3)cc12	.	5%	2%	-6%	-10%	7%	.	-20%
CCOC(=O)c1ccc(NC(=O)NC2CC3CCC(C2)N3C(=S)NC)cc1 (stereo not drawn)	.	1%	-5%	0%	-17%	-5%	1%	1%
O=C(COc1ccc(F)cc1)N1c2ccccc2CCc2ccccc21	3%	5%	-6%	4%	-9%	11%	?	6%
CC(=Nc1ccccc1N)c1c(C)cc(=O)n(O)c1O	.	12%&-2%	.	3%&3%	-2%&3%	.	.	8%&-3%
COc1ccc(C(=O)N2CCCC(c3nc(-c4cc(OC)c(OC)c(OC)c4)no3)C2)cc1 (stereo not drawn)	-2%	-8%	4%	-4%	1%	-9%	-2%	-2%
Cc1ccc(C(C#N)N2CCOCC2)cc1 (stereo not drawn)	1%	9%	5%	1%	5%	14%	-7%[15.4 µM]	-4%
CC(C)C(=O)Nc1cccc(NC(=O)c2cccnc2)c1	4%	-26%	8%	2%	-18%	-2%	2%	-6%
O=[N+]([O-])c1ccc(-c2ccc(S(=O)(=O)NCCN3CCCC3)cc2)cc1	-11%	-9%	9%	-3%	i	4%	?	-4%
COc1ccc(Cl)cc1NS(=O)(=O)c1ccc(OC)c(OC)c1	15%	-3%	2%	-6%	1%	4%	-3%	-4%
O=C(CCN1C(=O)c2ccccc2C1=O)Nc1ccc(-c2nc3ccccc3o2)cc1	-4%	-12%	-1%	-4%	0%	-4%	4%	1%
O=C1CC(NN2CCCCC2)C(=O)N1c1ccccc1 (stereo not drawn)	-14%	-7%	4%	-1%	2%	39%[activator]	13%	2%
COc1ccc(NC(=O)c2sc(SC)nc2N)cc1	-11%	4%	12%	-3%	-7%	6%	-7%	-1%
S=c1[nH]nc(-c2ccco2)n1/N=C/C=C/c1ccccc1	-14%	-5%	?	-6%	-3%	14%	-6%	2%
O=C(COC(=O)C1CC2C=CC1C2)NCc1ccc(F)cc1 (stereo not drawn)	2%	-12%	0%	1%	0%	2%	-8%	-5%
CC(C)c1ccccc1NC(=O)COC(=O)C1(C)CC1(Cl)Cl (stereo not drawn)	7%	3%	4%	0%	-5%	-2%	-2%	10%
O=C(COc1ccccc1)Nc1ccccc1Cl	.	-3%	5%	1%	-12%	2%	-2%	1%
O=C(NCc1cccs1)c1cc2c(s1)CCCC2	2%[11.4 µM]	-1%	2%	-3%	4%	-6%	-6%	-7%
O=[N+]([O-])c1cc(C(F)(F)F)ccc1NCCCCNS(=O)(=O)c1ccc(Cl)cc1	-11%	3%	-8%	0%	-17%	3%	-2%	-1%
N#Cc1c2c(c(NCCOCCO)n3c1nc1ccccc13)CCCC2	1%	-1%	-20%	-2%	-11%	4%	5%	8%
CC(=O)Nc1cccc(-n2nnc(SCC(=O)c3ccccc3)n2)c1	-3%	-3%	5%	-7%	18%	9%	-9%	-2%
